# High-throughput results: PubChem, several laboratories
# NR2E3 ag-1 – agonists of human nuclear receptor NR2E3; AID 2300; actives 0.12% (n = 320,000); inhibition of corepressor binding, % at 4.78 µM; Q9Y5X4; GST-NR2E3/biotin-RetCOR TR-FRET, 1536-well;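 active = percent inhibition above the cutoff of mean plus 3 SD of all tested compounds, set per screening campaign, cut at about 20% in these data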;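 also: 0% = DMSO wells and 100% = biotin wells as full block of FRET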
# Target sequence (Q9Y5X4 whole entry, looked up): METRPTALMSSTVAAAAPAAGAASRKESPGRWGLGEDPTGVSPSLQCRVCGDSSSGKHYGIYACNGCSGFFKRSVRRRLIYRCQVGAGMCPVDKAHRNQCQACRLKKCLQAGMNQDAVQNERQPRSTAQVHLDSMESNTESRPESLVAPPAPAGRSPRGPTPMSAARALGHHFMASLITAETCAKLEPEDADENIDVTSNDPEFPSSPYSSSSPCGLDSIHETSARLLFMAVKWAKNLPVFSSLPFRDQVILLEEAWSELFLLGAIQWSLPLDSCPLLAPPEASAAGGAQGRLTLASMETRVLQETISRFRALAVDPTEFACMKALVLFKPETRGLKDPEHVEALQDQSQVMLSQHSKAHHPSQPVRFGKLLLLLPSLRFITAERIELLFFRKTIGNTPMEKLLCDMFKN
#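 system = GST-tagged NR2E3 plus biotinylated RetCOR corepressor | input = 1.35 nM GST-NR2E3 | also added = 7 nM biotin-RetCOR | schedule = 5 h incubation at 4 °C | measured by = TR-FRET with europium anti-GST and streptavidin-D2, 340 nm excitation | read-out = percent loss of FRET ratio relative to control wells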
# TRPM1 prom inh – reduces MITF-dependent TRPM1 promoter luciferase signal. SK-MEL-5 TRPM1 promoter luciferase, 24 h. inhibition, % at 12.5 µM. actives 0.83% (n = 330,000);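 active = mean inhibition across replicates of 60% or more, whatever share of single replicates reaches that level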; also: values of inactives mirror those of a sister screen read the other way
# CF NFkB inh – cystic fibrosis NF-kB activation inhibition; inhibition, % at 5 µM; KKLEB NF-kB-GFP reporter, PAF-induced, GFP fluorescence overnight; AID 588850; actives 0.86% (n = 360,000);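 active = at least 50% inhibition at 5 µM, scaled per plate between neutral and stimulator controls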;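 also: PAF is a Pseudomonas aeruginosa culture filtrate used as stimulus; plate controls were PAF-stimulated DMSO wells for no effect and unstimulated DMSO wells for full effect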
# Shn3 inh set2 – reduces Shn3 3'UTR luciferase signal in osteoblasts; actives 0.52% (n = 360,000); inhibition, % at 12.5 µM; Clone20 osteoblast Shn3 3'UTR firefly luciferase, 24 h;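 active = mean inhibition of at least 75% with every replicate also reaching 75%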;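 also: 0% = median of neutral control wells and 100% = pilot-screen positive control compound; some compounds past the cut are filed as inactive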
# HIF-2a block – HIF-2a inhibition | actives 0.72% (n = 360,000) | inhibition, % at 18.8 µM | 786-0 RCC cells HIF-2a reporter, luciferase luminescence, overnight;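 active = inhibition of the luminescence signal of 40% or more relative to plate controls, in a single-dose primary screen at 18.75 µM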
# KKLEB tox – CF airway cell cytotoxicity counter-screen. activity change (cytotoxicity), % at 5 µM. actives 0.36% (n = 360,000). KKLEB CF airway cells viability, ATPlite luminescence, overnight; stronger effect = lower value; cells stimulated with P. aeruginosa culture filtrate;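 active = corrected activity change at or below -50% at 5 µM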
# aDG glyco act – increases alpha dystroglycan glycosylation | Pro5-aDG cells, alpha-DG glycosylation AlphaScreen (IIH6); 0% Pro5, 100% B10-LARGE cell signal | actives 0.22% (n = 360,000) | activation, % at 10 µM;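 active = activation of at least 8% versus controls, or a plate z-score of at least 8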;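 also: Pro5 are CHO cells carrying HIG-tagged alpha-DG that lacks glycosylation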
# Peg3 promoter – reduces Peg3 promoter-driven luciferase expression in HeLa; HeLa PEG-Prom luciferase reporter, luminescence, overnight; inhibition, % at 20 µM; actives 1.7% (n = 360,000);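 active = inhibition of at least 50% at 20 µM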
# NR2E3 ag-2 – activates human NR2E3 receptor; Q9Y5X4; CHO-S Gal4-NCOR/VP16-NR2E3 two-hybrid, luciferase; inhibition of corepressor binding, % at 3.98 µM; actives 0.35% (n = 360,000); AID 602229;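 active = inhibition above the mean of all tested compounds plus 3 SD, cut at about 70% in these data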;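 also: 0% = DMSO with NR2E3 transfected cells and 100% = cells lacking NR2E3 construct; higher means lower luciferase signal from less NR2E3 corepressor binding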
# TWEAK Fn14 block – inhibitors of TWEAK-Fn14 interaction signaling; TWEAK-stimulated Fn14 reporter cells, luciferase luminescence, 8 h; inhibition, % at 10 µM; actives 2% (n = 360,000); AID 1159606; in the data active = inhibition above about 50%
# hiPSC survival – enhancers of human iPSC single-cell survival; hiPSC single-cell survival, ATPlite luminescence; 100% = ROCK inhibitor wells, 0% = DMSO; survival enhancement, % at 20 µM; actives 0.044% (n = 360,000); AID 602274; in the data active = survival enhancement above about 18%;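 also: cells exposed to compounds for 16 hours before the ATP read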
# Starred values were filed as active, the others as inactive; x = no result given.
1. N#CC1=C(N)NC(SCC(=O)Nc2ccccc2)=C(C#N)C12CCCCC2
2. CC12CCC(=O)C=C1CCC1C3CC(O)C(O)(C(=O)CO)C3(C)CC(O)C12F (stereo not drawn)
3. Nc1[nH]c(C(=O)c2ccccc2)c(-c2c(F)cccc2F)c1C(=O)c1ccc(Cl)c(Cl)c1
4. CC1CN(C(=O)COc2ccc3ccccc3c2)CC(C)O1 (stereo not drawn)
5. O=C(CSc1n[nH]c(=O)[nH]c1=O)N/N=C/C=C/c1ccccc1
6. Cc1ccc(C(=O)COC(=O)c2cccc(NC(=O)c3ccc([N+](=O)[O-])cc3[N+](=O)[O-])c2)cc1
7. Cc1cccc(-n2ccnc2SCC(=O)Nc2cc(C)on2)c1
8. CCCc1cc(C(=O)Nc2cccc(-c3nn[nH]n3)c2)sc1C

Assay by compound	1	2	3	4	5	6	7	8
NR2E3 ag-1	-6	x	x	x	-5	3	2	x
TRPM1 prom inh	1	-1	x	10	5	-12	-25	x
CF NFkB inh	-8	78*	x	-18	19	-7	-9	-3
Shn3 inh set2	23	-3	x	-5	3	-18	1	-15
HIF-2a block	5	13	1	-11	12	-87	4	-10
KKLEB tox	0	-7	x	11	14	-6	14	9
aDG glyco act	-0.1	-0.4	0.9	0.0	0.1	0.6	0.4	0.2
Peg3 promoter	16	-6	x	-10	-2	-45	11	-3
NR2E3 ag-2	-3	-12	-34	-25	-14	-7	-23	12
TWEAK Fn14 block	9	1	3	-2	3	43	0	-10
hiPSC survival	2.4	0.3	-0.1	0.7	1.3	-3.5	-2.5	-0.7

9. COc1ccccc1/C=C/C(=O)c1cc(Br)ccc1OC(=O)c1ccco1
10. COc1ccc(NC(=O)CN(C)CC(=O)NCC2CCCCC2)cc1
11. COc1cccc(OC)c1OCCCCCCN1CCN(C)CC1
12. Cc1cc(OCC(=O)N2CCC(C(=O)O)CC2)c2c(C)c(C)c(=O)oc2c1
13. CC(=O)N1CCN(Cc2cc(=O)oc3ccc4ccccc4c23)CC1
14. Cc1[nH]n(-c2ccccc2)c(=O)c1N=Nc1nccs1
15. CC1CCN(CCCNC(=O)c2cc3c(Cl)nc4ccccc4c3s2)CC1
16. COc1ccc([C@@H]2[C@@H](C)N(c3ccccc3)c3ccccc3C(=O)N2Cc2ccccc2)cc1

Assay by compound	9	10	11	12	13	14	15	16
NR2E3 ag-1	-1	x	-1	1	x	-6	3	x
TRPM1 prom inh	34	-10	9	-1	x	2	37	x
CF NFkB inh	11	0	-15	-15	-28	6	-39	3
Shn3 inh set2	-11	13	13	-16	12	15	-1	17
HIF-2a block	87*	2	15	4	13	-108	25	-2
KKLEB tox	-15	1	3	17	-7	-5	-18	5
aDG glyco act	-0.5	0.3	0.0	-0.1	0.0	1.2	0.4	-0.1
Peg3 promoter	19	15	-15	-2	8	-15	53*	26
NR2E3 ag-2	-29	-23	-8	3	12	8	20	23
TWEAK Fn14 block	41	-2	3	-23	-36	14	-50	34
hiPSC survival	-1.4	0.8	0.1	4.3	5.8	0.3	-4.0	-2.3

17. COc1ccc(NC(=O)CNS(=O)(=O)c2cccs2)cc1
18. O=C(O)C1Nc2ccc(C(F)(F)F)cc2C2OCCC12 (stereo not drawn)
19. COCOCCn1cc(CN2CCS(=O)(=O)N(Cc3ccc(-c4ccccc4)cc3)C(CC(C)C)C2=O)nn1 (stereo not drawn)
20. Cc1ccc(C(=O)N2CCN(c3cccc(Cl)c3)CC2)cc1C
21. O=c1[nH]c(SCc2ccccc2)nc2c1cnn2-c1ccc(F)cc1
22. COc1ccc(NC(=O)Cn2nnc(C(=O)Nc3ccccc3C)c2N)cc1
23. Cc1ccccc1S(=O)(=O)NC(=O)C1(C)CCN1C(=O)C/C=C/c1ccccc1 (stereo not drawn)
24. Cc1c(NC(=O)C(C)OC(=O)c2cccc(S(=O)(=O)N(C)C)c2)c(=O)n(-c2ccccc2)n1C (stereo not drawn)

Assay by compound	17	18	19	20	21	22	23	24
NR2E3 ag-1	-1	4	x	-3	5	2	x	1
TRPM1 prom inh	-4	4	x	10	x	10	x	2
CF NFkB inh	-10	12	24	9	-2	-11	-20	-8
Shn3 inh set2	12	-7	14	-17	5	-15	-3	65
HIF-2a block	-36	4	5	-61	11	9	12	13
KKLEB tox	-3	0	15	-9	-14	-1	12	4
aDG glyco act	0.0	-0.1	0.2	0.2	-0.2	-0.2	0.1	-0.2
Peg3 promoter	-24	-1	36	4	22	-12	-7	10
NR2E3 ag-2	-15	-23	-33	-56	5	10	17	-5
TWEAK Fn14 block	-9	-5	-3	1	-2	-10	0	0
hiPSC survival	-1.4	0.4	-1.7	-0.7	5.2	-0.1	2.2	0.2

# For convenience, part of the list above:
14. Cc1[nH]n(-c2ccccc2)c(=O)c1N=Nc1nccs1
15. CC1CCN(CCCNC(=O)c2cc3c(Cl)nc4ccccc4c3s2)CC1
16. COc1ccc([C@@H]2[C@@H](C)N(c3ccccc3)c3ccccc3C(=O)N2Cc2ccccc2)cc1
17. COc1ccc(NC(=O)CNS(=O)(=O)c2cccs2)cc1
18. O=C(O)C1Nc2ccc(C(F)(F)F)cc2C2OCCC12 (stereo not drawn)
19. COCOCCn1cc(CN2CCS(=O)(=O)N(Cc3ccc(-c4ccccc4)cc3)C(CC(C)C)C2=O)nn1 (stereo not drawn)
20. Cc1ccc(C(=O)N2CCN(c3cccc(Cl)c3)CC2)cc1C
21. O=c1[nH]c(SCc2ccccc2)nc2c1cnn2-c1ccc(F)cc1
22. COc1ccc(NC(=O)Cn2nnc(C(=O)Nc3ccccc3C)c2N)cc1

Assay by compound	14	15	16	17	18	19	20	21	22
NR2E3 ag-1	-6	3	x	-1	4	x	-3	5	2
TRPM1 prom inh	2	37	x	-4	4	x	10	x	10
CF NFkB inh	6	-39	3	-10	12	24	9	-2	-11
Shn3 inh set2	15	-1	17	12	-7	14	-17	5	-15
HIF-2a block	-108	25	-2	-36	4	5	-61	11	9
KKLEB tox	-5	-18	5	-3	0	15	-9	-14	-1
aDG glyco act	1.2	0.4	-0.1	0.0	-0.1	0.2	0.2	-0.2	-0.2
Peg3 promoter	-15	53*	26	-24	-1	36	4	22	-12
NR2E3 ag-2	8	20	23	-15	-23	-33	-56	5	10
TWEAK Fn14 block	14	-50	34	-9	-5	-3	1	-2	-10
hiPSC survival	0.3	-4.0	-2.3	-1.4	0.4	-1.7	-0.7	5.2	-0.1

# Later entries
25. O=C(Cn1c(CO)nc2ccccc21)NCCc1ccccc1
26. CCN1CNC(=S)N(C(C)c2ccccc2)C1 (stereo not drawn)
27. CCc1cccc(N(CC(=O)NC2CCCCC2)C(=O)c2csnn2)c1
28. COc1ccc(-c2nc3c(c4nnc(SC(C)C(=O)Nc5ccc(C)cc5)n24)COC(C)(C)C3)cc1 (stereo not drawn)
29. COC(=O)CS(=O)(=O)c1ccsc1C(=O)Nc1ccc(F)c(F)c1
30. COc1ccc(N=C2SC(CC(=O)Nc3ccccc3F)C(=O)N2Cc2ccco2)cc1 (stereo not drawn)
31. O=C1C2=C(SCCS2)C(=O)N1CCCO
32. CCOC(=O)C1CCN(C(=O)c2cccc(S(=O)(=O)N(C)C3CCCCC3)c2)CC1

Assay by compound	25	26	27	28	29	30	31	32
NR2E3 ag-1	0	-1	4	0	-1	-2	-2	0
TRPM1 prom inh	-1	4	5	0	3	2	5	7
CF NFkB inh	7	0	-7	3	-3	-1	19	-6
Shn3 inh set2	-15	5	2	-5	-2	5	17	5
HIF-2a block	8	3	7	13	4	15	7	-10
KKLEB tox	7	-4	14	7	12	-3	-28	5
aDG glyco act	-0.1	0.0	0.1	-0.5	-0.1	-0.1	-0.1	0.2
Peg3 promoter	4	18	-3	14	7	16	5	12
NR2E3 ag-2	1	14	-36	-2	24	-9	-20	15
TWEAK Fn14 block	12	-1	8	-2	19	8	20	0
hiPSC survival	2.0	-1.1	2.0	1.1	0.2	-1.6	-1.6	0.2

33. CCCOc1c(OC)cccc1C1CC(=O)Nc2cc3c(cc21)OCO3 (stereo not drawn)
34. CCCCC(=O)Nc1c(O)c2ccccc2[nH]c1=O
35. O=C(CNS(=O)(=O)c1ccccc1)N1CCN(Cc2ccccc2)CC1
36. COC(=O)CC/C(O)=C1/C(=N)CC(C)(C)CC1=O
37. COc1cc(C(=O)Nc2ccc3c(c2)CCCN3C(=O)c2ccco2)c([N+](=O)[O-])cc1OC
38. CC(=O)Nc1cccc(-c2ccnc3c2CC(C(=O)Nc2ccc(C(C)C)cc2)O3)c1 (stereo not drawn)
39. Cc1ccccc1CNC(=O)c1cc(COc2ccc(F)cc2F)on1
40. C[C@@H]1C(=O)O[C@H]2[C@H](O)[C@@]34[C@H]5C[C@@H](C(C)(C)C)[C@]36[C@@H](OC(=O)[C@@H]6O)O[C@@]4(C(=O)O5)[C@@]12O

Assay by compound	33	34	35	36	37	38	39	40
NR2E3 ag-1	-3	1	1	-5	-1	x	-1	3
TRPM1 prom inh	12	-6	-3	4	4	x	-9	-3
CF NFkB inh	16	-5	6	-8	-19	-26	-4	-8
Shn3 inh set2	30	0	-6	-8	3	8	1	6
HIF-2a block	23	-2	-22	-6	0	12	-19	10
KKLEB tox	-20	-13	-6	3	-14	2	6	7
aDG glyco act	0.3	-0.2	-0.2	0.1	-0.3	0.2	0.2	0.1
Peg3 promoter	34	2	-18	-8	3	30	-15	7
NR2E3 ag-2	-59	-25	-27	-3	-30	-13	-12	1
TWEAK Fn14 block	22	-6	8	-9	-11	4	-2	-5
hiPSC survival	-2.2	-2.6	0.4	-1.1	-0.1	-3.2	5.5	1.3

41. CNC(=O)CSc1nnc(-c2ccco2)n1-c1ccccc1
42. O=C(NC1CCN(S(=O)(=O)c2ccc(F)cc2)CC1)c1cccc(F)c1
43. CC(Oc1ccc(Br)cc1)C(=O)NCC(c1ccco1)N1CCCCC1 (stereo not drawn)
44. CC(C)CC(C(=O)NC(=O)NCc1ccccc1)N1C(=O)c2ccccc2C1=O (stereo not drawn)
45. CC(C(=O)Nc1ccccc1C#N)N1C(=O)NC2(CCCCCC2)C1=O (stereo not drawn)
46. C/C=C/c1ccc(OCC(=O)Nc2ccc(C(N)=O)cc2)c(OC)c1
47. Cc1ccc2cccc(NC(=S)NC(=O)c3c(Br)cnn3C)c2n1
48. COc1ccc(OC)c(CNc2ncc(-c3cccc([N+](=O)[O-])c3)n2C)c1

Assay by compound	41	42	43	44	45	46	47	48
NR2E3 ag-1	1	1	0	1	x	1	0	-1
TRPM1 prom inh	16	-1	4	2	6	9	9	-4
CF NFkB inh	4	8	-19	15	7	-4	2	-20
Shn3 inh set2	1	10	4	-10	-6	10	1	28
HIF-2a block	18	10	16	-6	-1	24	12	-12
KKLEB tox	-2	-3	-7	-3	-7	13	-23	-4
aDG glyco act	-0.1	-0.1	-0.1	-0.4	-0.3	0.2	0.3	0.0
Peg3 promoter	5	7	15	-9	-7	1	3	18
NR2E3 ag-2	-12	-35	-14	2	5	-12	-10	-7
TWEAK Fn14 block	6	-4	-11	-41	8	-17	24	-4
hiPSC survival	0.0	-0.3	-0.4	0.3	0.3	-0.7	-1.0	1.0
